High-throughput results deposited in PubChem by NCI.
All columns: NCI-60 one-dose screen, growth in % after 48 h at 10 µM unless noted; 100 = growth as untreated, 0 = no growth, -100 = all killed.
HL-60(TB) – HL-60(TB) leukemia cells. actives 9% (n = 78,000); active = growth percent below 10
Numbers without * were called inactive; & = joins results of further samples; ! = not confirmed by another sample; [ ] = dose if it differs, or a comment. This is a subset. The share of hits here may be higher or lower than overall.

compound | HL-60(TB)
Cc1ccc(O)c(-n2nc3ccccc3n2)c1 | 76
CC1CNC(=S)O1 (configuration not stated) | 92
N#CC(C#N)=C/C=C/c1cccc([N+](=O)[O-])c1 | -9.7*
O=C(/C=C/c1ccc(Cl)cc1)n1nc(-c2ccccc2)nc1-c1ccccc1 | 94
S=c1[nH]nc(Nc2ccccc2)n1-c1ccccc1 | 109
COc1ccc2c(c1)C(=O)/C(=C/c1ccc(O)cc1)O2 | 59
COc1cc(/C=C/c2nnc(-c3cc(C)[nH]n3)o2)cc(OC)c1OC | 106
N=c1sc(Cc2cccc(Cl)c2)cn1CC(=O)c1ccc(F)cc1 | 96
O=C1CC2(C(=O)O1)c1ccccc1-c1ccccc12 | 98
COC(=O)c1cc(N=C2NC(=O)/C(=C/c3ccc(Cl)c(Cl)c3)S2)ccc1O | 89
CS(=O)CC(O)(c1ccc(F)cc1)C1CC1 (configuration not stated) | 111
COc1ccc(C(=O)CSc2nc(-c3cc(OC)ccc3OC)c(C#N)c(=O)[nH]2)cc1 | 102[5 µM]
O=C1/C(=C/c2ccc(OCc3ccccc3)cc2)N=C2SCCCN12 | 102
C1=CCN(c2nc(N3CCOCC3)nc(N3CCCc4ccccc43)n2)CC1 | 101
OCC(O)C(O)C(O)C(O)C(O)CO (configuration not stated) | 114
BrC/C=C/C[P+](c1ccccc1)(c1ccccc1)c1ccccc1 | 9.2*
CCC(C)NC(=O)c1ccccc1C (configuration not stated) | 111
NC(=S)N/N=C/c1cc([N+](=O)[O-])ccc1Cl | 107
O=C(/C=C\c1ccccc1)CCN1CCCC1 | 100
O=C(Nc1ccc2ncnc(Nc3nccs3)c2c1)c1ccccc1 | 71
O=[N+]([O-])c1cccc(CO/N=C\c2cc(Cl)ccc2O)c1 | 53
N#CSCc1ccc(Cl)c(CSC#N)c1 | 0.4*
Cc1ccc(NC(=O)NNC(=O)/C=C/c2cn(-c3ccccc3)nc2-c2ccc(Br)cc2)cc1 | 101
CCCCCCCCCCCC(c1ccccc1)[N+](C)(C)C (configuration not stated) | -30*
Nc1cc(C(=O)O)cc(-n2c(O)c(C=C3N=c4ccccc4=N3)sc2=S)c1 | 101
COc1ccc(C2SC(C)C(=O)N2CCc2cccs2)cc1OC (configuration not stated) | 74
Cc1nn(-c2ccc(Cl)cc2)c2c1C(c1ccc(-c3ccccc3)cc1)C(C#N)=C(N)O2 (configuration not stated) | 102
O=C(CO)NCc1ccccc1 | 103
c1ccc2c(c1)nnn2Cn1nnc2ccccc21 | 92
CC(C)c1cc(N=O)cc(C(C)C)c1O | 93

Next part (6 carried over from the part before).
compound | HL-60(TB)
Nc1cc(C(=O)O)cc(-n2c(O)c(C=C3N=c4ccccc4=N3)sc2=S)c1 | 101
COc1ccc(C2SC(C)C(=O)N2CCc2cccs2)cc1OC (configuration not stated) | 74
Cc1nn(-c2ccc(Cl)cc2)c2c1C(c1ccc(-c3ccccc3)cc1)C(C#N)=C(N)O2 (configuration not stated) | 102
O=C(CO)NCc1ccccc1 | 103
c1ccc2c(c1)nnn2Cn1nnc2ccccc21 | 92
CC(C)c1cc(N=O)cc(C(C)C)c1O | 93
COc1ccc(/C=C(\NC(=O)c2ccccc2)C(=O)NN(C)c2ccnc3cc(Cl)ccc23)cc1OC | 100
O=C(c1ccccc1)N1N=C(c2ccc(-n3ccc(C(F)(F)F)n3)cc2)CC1c1ccc[nH]1 (configuration not stated) | 93
Cc1ccc(S(=O)(=O)NN/C(N)=N\S(=O)(=O)c2cc(C)c(Cl)cc2SCc2ccccc2)cc1 | 84
CCCCCCOC(=O)c1ccccc1Cl | 97
O=C(/C=C/c1cc(-c2ccc3c(c2)OCO3)n[nH]1)c1ccc2c(c1)OCO2 | 80
N#C/C(=C(\CCCO)NC(Cc1c[nH]c2ccccc12)C(=O)O)c1nc2ccccc2c(=O)[nH]1 (configuration not stated) | 72
Cc1ccc(NC(=O)c2nc(S(C)(=O)=O)n(C)c2-c2ccc(F)cc2)cc1Nc1nccc(-c2cccnc2)n1 | 89
CC(=O)c1ccc(O)c(O)c1O | 108
CSC(=N\N=C\c1cccs1)/N=C/N(C)C | 101
CNc1sc(S(=O)(=O)c2ccc(C)cc2)nc1S(=O)(=O)c1ccc(C)cc1 | 82
CCOC(=O)c1cc2c(n1C)-c1nc(NC(C)=O)sc1CCC2 | 102
Cc1c(Cc2ccccc2)c(=O)oc2c(C)c(OCc3nnc4n3C(=O)c3ccccc3-4)ccc12 | 98
O=C(Cc1nc2ccc([N+](=O)[O-])cc2nc1CC(=O)c1ccccc1)c1ccccc1 | 31
N#CC(C#N)=c1[nH]c(=O)/c(=C/c2ccc(Cl)cc2)s1 | 85
CCN(CC)CC(CN(CC)CC)OC(=O)Nc1ccccc1 | 103
CC(C)C1NC(C)(C)CO1 (configuration not stated) | 101
COc1cccc(Nc2ccnc3[nH]c4ccc([N+](=O)[O-])cc4c23)c1 | 35
Cc1ccc2[nH]c(=O)cc(N/N=C/c3ccc(F)cc3)c2c1 | 76
C=CCc1cc2c(cc1OCCC)OCO2 | 95
CN=C1C=C/C(=N/N=c2/ccn(O)cc2C)C=C1C | 76
COc1ccc(CN2[C@@H](C(=O)NCc3ccc(C(=O)NO)cc3)Cc3c([nH]c4ccccc34)[C@@H]2C2CC2)cc1 | -8.1*
Cc1nn(-c2ccccc2)c(Cl)c1/C=N/NC(=O)Cn1c(=O)sc2ccccc21 | 95
C[n+]1cc2cc3c(cc2c2ccccc21)OCO3 | 88
COC1C(OC(=O)/C=C/C=C/C=C/C=C/C(=O)O)CCC2(CO2)C1C1(C)OC1CC=C(C)C (configuration not stated) | 86
O=C1/C(=C/c2c[nH]c3ccccc23)Sc2ccc(F)cc21 | 94
COc1cccc(-c2nc3occn3c2-c2ccnc(NCCCNS(=O)(=O)c3ccccc3)n2)c1 | 114
COc1cc(C2CC(c3c(C)[n+]([O-])c4ccc(F)cc4[n+]3[O-])=NN2)cc(OC)c1OC (configuration not stated) | 91
COc1ccc(C(SCC(NC(=O)OCc2ccccc2)C(=O)O)c2ccc(OC)cc2)cc1 (configuration not stated) | 94
Cc1ccc(NC(=O)NNC(=O)c2ccc(-n3cc(-c4ccccc4)nn3)cc2)cc1 | 94
COc1ccc(-c2cc(-c3cc(OC)ccc3OC)nc3sc(C(=O)c4ccc(Cl)cc4)c(N)c23)cc1 | 84

Next part.
molecule | HL-60(TB)
C=C(C)[C@@H]1CC[C@]2(C(=O)N3CCNCC3)CC[C@]3(C)[C@H](CC[C@@H]4[C@@]5(C)CCCNC(C)(C)[C@@H]5CC[C@]43C)[C@@H]12 | 80
CCN(c1ccc(Cl)cc1)c1nc(-c2ccc(Br)cc2)cs1 | 99
Cc1ccc(C)n1-c1ccsc1C(=O)NNC(=O)CCl | 104
CC(=C/c1ccccc1)/C=C1/NC(=S)N(CN2CCCCCC2)C1=O | 97
COc1ccc(-n2c(SCc3n[nH]c(=S)o3)nc3ccc(Cl)cc3c2=O)cc1 | 109
CN1CCN(c2ccc3nc(-c4c(N)c5c(F)cccc5[nH]c4=O)[nH]c3c2)CC1 | 3.6*!
Cn1c(=O)c2[nH]c(CCCCCCCc3nc4ccccc4[nH]3)nc2n(C)c1=O | 79
NCc1ccc(S(N)(=O)=O)cc1 | 104&97
CC1=CC(C)CC(=O)O1 (configuration not stated) | 107
CC12OC(c3ccccc3)C(C)(OC1c1ccccc1)O2 (configuration not stated) | 105
CC1CCN(C(c2ccccc2)C(O)c2ccccc2)CC1 (configuration not stated) | 87
Nc1cc(N)c(N=Nc2ccc(S(=O)(=O)O)cc2)cc1N=Nc1ccc(-c2ccc(N=Nc3ccc(O)c(C(=O)O)c3)cc2)cc1 | 111
O=C(O)CCCCCCSc1nc(-c2ccc(Cl)cc2)cc(-c2ccc(Cl)cc2)n1 | 101
COc1cc2cc(Sc3ccc(NC(=O)Nc4ccc(Cl)c(Cl)c4)cc3)c(C)nc2cc1OC | 77
O=C1/C(=C/c2ccc(O)c(O)c2)SC(=S)N1CCc1ccc(O)cc1 | 87
O=S(=O)(NCCNc1cc(-c2c(-c3cccc(O)c3)nc3sccn23)ccn1)c1ccc(O)cc1 | 109
O=C(O)c1ccc(-c2nn(-c3ccc(C(=O)O)cc3)cc2/C=N/NC(=O)c2ccc(F)cc2)cc1 | 104
CN(C)CCS(=O)(=O)CCN(C)C | 110
Cc1cc(C)nc(SC2=C(Nc3cccc(C(=O)O)c3)C(=O)N(Cc3ccccc3)C2=O)n1 | 107[30 µM]
COc1cc2c(cc1-c1c(C)noc1C)ncc1nc(C3CCC(F)(F)CC3)n(C3CCC(OC(F)F)CC3)c12 (configuration not stated) | 7.4*
C=C1C(=O)O[C@H]2[C@H]1CC/C(COC(=O)CCCCCCCCC(=O)OC/C1=C/CC[C@@]3(C)O[C@H]3[C@H]3OC(=O)C(=C)[C@@H]3CC1)=C\CC[C@@]1(C)O[C@@H]21 | -33*
O=C1C(=O)c2c(nc3ccc(Br)cn23)-c2ccccc21 | -58*
O=C(Cc1ccccc1)c1ccc(N2CCOCC2)cc1 | 103
CC(C)=C1C(=O)Nc2cc(Cl)c(CCCl)cc21 | 105
CN(C)c1ncccc1O | 99
CC(=O)[C@@H]1CC[C@@H](C)c2ccc(C)nc2C1 | 102
CC1=C(CC/C=N/Nc2ccc([N+](=O)[O-])cc2[N+](=O)[O-])C2=C(C)C3(CC3)[C@@](C)(O)C(=O)C2=C1 | 55
CC(Br)C(=O)Nc1ccccc1 (configuration not stated) | 94
O=c1[nH]c2cc([N+](=O)[O-])ccc2c2ccc([N+](=O)[O-])cc12 | 82
CC1CN(CCN2CC(C)N(C=O)CC2C)C(C)CN1C=O (configuration not stated) | 104
CC/C(Cc1ccccc1)=C(\c1ccc(OCCN2CCOCC2)cc1)c1ccc(OC(=O)NCc2ccccc2)cc1 | 81
Cc1nc2c(c(-c3ccccc3)n1)Cc1c(ccc3ccccc13)O2 | 103
COc1nc2c(c(=O)n1C)C1(C(=O)N(Cc3ccccc3)c3ccccc31)c1c(nc(OC)n(C)c1=O)N2 | 96
COc1ccc(C2C=C(C(=O)O)Nc3nc(SC)[nH]c(=O)c32)cc1 (configuration not stated) | 119
CC(=O)N1C(=S)NC(=O)C1CC(C)C (configuration not stated) | 106
CCCCSCCCOC(C)=O | 101
NS(=O)(=O)c1ccc(C(=O)NN2C(=O)c3nccnc3C2=O)cc1 | 106
NC(CC(=O)OCc1ccccc1)C(=O)OCc1ccccc1 (configuration not stated) | 105
Cc1ccc(CSc2nc(-c3ccc(F)cc3)c(C#N)c(N3CCN(C)CC3)n2)cc1 | 88
Nc1c(C(=O)Nc2ccccc2Cl)sc2nc3c(cc12)CCCCCCCC3 | 74

Reprinted from the part before: 2 entries, followed by the next part.
molecule | HL-60(TB)
Cc1ccc(CSc2nc(-c3ccc(F)cc3)c(C#N)c(N3CCN(C)CC3)n2)cc1 | 88
Nc1c(C(=O)Nc2ccccc2Cl)sc2nc3c(cc12)CCCCCCCC3 | 74
CNC(=O)Oc1ccccc1I | 104
CCO/C=N/c1oc(-c2ccccc2)cc1C#N | 99
CC(=O)Nn1c(N(N=Cc2cc(-c3ccccc3)cs2)C(C)=O)nn(C(C)=O)c1=S | 108
C(C=C(c1ccccc1)c1ccccc1)=C(c1ccccc1)c1ccccc1 | 115
Cc1nc(-c2ccc(N)cc2)ccc1C(=O)N=Nc1c(O)[nH]c2ccc(Br)cc12 | 118
N/C(=N\C(N)=N\c1nc2ccccc2s1)c1c(Cl)cccc1Cl | 106
Fc1ccc(CSc2ncnc3c2ncn3C2CCCCO2)cc1 (configuration not stated) | 66
CC1=CC(C)(C)NC(=S)N1c1ccc(S(=O)(=O)O)c2cccc(S(=O)(=O)O)c12 | 106
NS(=O)(=O)c1ccc(C(=O)N=Nc2c(O)[nH]c3ccccc23)cc1 | 103
CCCCCCCCCCCCNC(=S)N/N=C/c1ccccc1O | 49
Brc1ccc([I+]c2ccc(Br)cc2)cc1 | -26*
Nc1ccn(C2CC(N)C(CO)O2)c(=O)n1 (configuration not stated) | 85
COc1ccc(/C=C2\N=C(c3ccccc3)N(C(=O)c3ccc(Cl)cc3)NC2=O)cc1 | 11
COC(=O)c1nc(N)nc(C(=O)OC)c1C(=O)c1cccc2ccccc12 | 107
CCn1c(-c2ccc(-c3nc4ccc(C)cc4[nH]3)cc2)n[nH]c1=S | 99
CNc1cccc([N+](=O)[O-])c1 | 110
C1=CC(N2CCOCC2)CCC1 (configuration not stated) | 97
CC(C)OC(=O)OCSP1(=O)OCC2OC(n3ccc(=O)[nH]c3=O)C(F)C2OP(=O)(O)OCC2OC(n3cnc4c(N)ncnc43)C(F)C2O1 (configuration not stated) | 101
CCN(CC)CCC(C(=O)O)(c1ccccc1)C1(O)CCCCCC1 (configuration not stated) | 100
OCCn1ccc2nc(Cl)nc(Cl)c21 | 99
CN(C)CCCC1(c2ccc(F)cc2)OCc2cc(-c3cc4ccccc4s3)ccc21 (configuration not stated) | 22
COc1ccc(OC)c(C2=NN(c3ccc(S(N)(=O)=O)cc3)C(c3ccc(Cl)cc3)C2)c1 (configuration not stated) | 36
COc1cc(C)cc(C(O)Cc2cccc(-c3ccccc3NC(C)=O)n2)c1 (configuration not stated) | 104

3 compounds picked at random from those above:
molecule | HL-60(TB)
CCN(CC)CCC(C(=O)O)(c1ccccc1)C1(O)CCCCCC1 (configuration not stated) | 100
CN(C)CCCC1(c2ccc(F)cc2)OCc2cc(-c3cc4ccccc4s3)ccc21 (configuration not stated) | 22
CC(C)OC(=O)OCSP1(=O)OCC2OC(n3ccc(=O)[nH]c3=O)C(F)C2OP(=O)(O)OCC2OC(n3cnc4c(N)ncnc43)C(F)C2O1 (configuration not stated) | 101
